Bioassay records (PubChem BioAssay)
FBW7 activator: human FBW7 E3 ligase activation, primary screen. AlphaScreen FBW7–phospho-cyclin E peptide binding, activator screen. Q969H0. AID 1259310. 650,000 compounds, 0.13% hits. normalized activity (activation), % at 26.1 µM; in the data active = normalized activity above about 1.9%;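 note: purified mutant Fbw7 with reduced substrate affinity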
GPR151 activ: human GPR151 activation; PathHunter beta-arrestin GPR151 cells, luminescence; activation, % at 11.2 µM; 650,000 compounds, 1% hits; Q8TDV0; in the data active = activation above about 4.9%;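 note: 0% = median of compound wells and 100% = cells with positive control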
Target sequence (Q8TDV0 whole entry, looked up): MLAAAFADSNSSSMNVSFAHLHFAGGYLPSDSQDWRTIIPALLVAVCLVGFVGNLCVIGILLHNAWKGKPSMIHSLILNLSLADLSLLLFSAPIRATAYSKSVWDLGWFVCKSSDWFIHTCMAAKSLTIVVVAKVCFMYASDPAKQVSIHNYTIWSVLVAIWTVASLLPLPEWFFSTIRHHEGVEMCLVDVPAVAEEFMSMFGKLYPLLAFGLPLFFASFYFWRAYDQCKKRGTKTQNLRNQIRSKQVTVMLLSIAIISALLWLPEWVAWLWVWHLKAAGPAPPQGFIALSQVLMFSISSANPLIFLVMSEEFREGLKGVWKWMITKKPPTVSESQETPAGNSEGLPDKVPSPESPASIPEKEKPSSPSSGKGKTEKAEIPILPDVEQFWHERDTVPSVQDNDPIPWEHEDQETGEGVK
TEAD-YAP inh: TEAD-YAP interaction inhibition | HEK-TIYL cells, TEAD-Gal4/YAP UAS-luciferase luminescence | inhibition, % at 9.12 µM | 640,000 compounds, 1.4% hits; in the data active = inhibition above about 32%;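 note: 0% = median of test compound wells and 100% = reference inhibitor wells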
MITF inh: human MITF inhibition, primary screen; O75030; AlphaScreen MITF homodimerization, bead proximity signal; inhibition, % at 2.6 µM; 650,000 compounds, 0.91% hits; AID 1259374; in the data active = inhibition above about 50%;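 note: 0% = vehicle wells with protein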
Target sequence (O75030 whole entry, looked up): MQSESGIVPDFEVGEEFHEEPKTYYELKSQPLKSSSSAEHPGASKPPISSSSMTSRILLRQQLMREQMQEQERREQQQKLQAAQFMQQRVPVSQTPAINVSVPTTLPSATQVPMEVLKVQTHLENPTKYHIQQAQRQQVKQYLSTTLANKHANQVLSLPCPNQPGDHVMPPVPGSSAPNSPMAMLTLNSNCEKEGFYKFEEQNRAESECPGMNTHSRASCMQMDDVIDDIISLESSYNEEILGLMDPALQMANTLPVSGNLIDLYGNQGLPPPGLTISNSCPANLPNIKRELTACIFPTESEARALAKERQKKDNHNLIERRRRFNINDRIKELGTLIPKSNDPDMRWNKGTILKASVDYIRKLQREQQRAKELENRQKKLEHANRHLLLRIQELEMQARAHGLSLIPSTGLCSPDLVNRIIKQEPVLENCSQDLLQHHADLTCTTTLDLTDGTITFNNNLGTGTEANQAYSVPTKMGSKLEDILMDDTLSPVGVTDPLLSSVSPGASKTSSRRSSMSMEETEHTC
* = called active by the depositor; & = joins results of further samples. Compounds as they come; about 3.4% have a hit in one of these screens.

Under each structure – FBW7 activator, GPR151 activ, MITF inh, TEAD-YAP inh
CCCOC(=O)CSc1nc2c(cc1C#N)C(=O)CCC2
  -0.2, 1.6, 3.3, -39.6
Clc1ccccc1OCCCn1cnc2ccccc21
  0.8, -2.0, 20.8, -61.9
O=C(CSc1ncccc1C(=O)NCc1cccnc1)Nc1ccc(Br)cc1F
  0.6, -1.5, 1.4, 1.6
COc1cccc(C2(CC(=O)N(C)CCn3nc(C)cc3C)CC(=O)N(C)C2=O)c1 (stereo unspecified)
  -0.1, -1.0, -3.9, -2.9
COc1ccc(C/C(=N\O)c2ccc(OC)cc2)cc1
  -0.1, -0.8, -13.1, -14.0
Cc1nn(C)c(C)c1S(=O)(=O)N1CCC(CO)(Cc2ccc(Cl)cc2)CC1
  0.0, -1.8, -6.0, 4.1
O=C1c2ccc(Br)cc2C(=O)N1c1ccc(F)cc1
  -0.1, -0.4, -8.6, 6.5
O=C1CCCN1C(=O)CSc1nc2sc3c(c2c(=O)[nH]1)CCCC3
  0.7, -2.2, 9.4, 5.8
O=C(NC(=S)Nc1ccc2nn(-c3ccccc3)nc2c1)c1cccs1
  -0.2, 0.3, -2.9, -13.8
O=C(C1CC(c2c(F)cccc2Cl)=NO1)N1CCCC1 (stereo unspecified)
  0.1, -0.7, 3.3, -41.5
COc1cncc(-c2cnn3c(NCCN(C)C)ccnc23)c1
  -0.3, -1.3, 14.6, -40.5
CC(=O)Oc1ccc2c(c1)Oc1nc(C)[nH]c(=O)c1C2c1ccccc1 (stereo unspecified)
  0.0, 1.4, 14.2, -9.2
Cc1c(C(=O)N2CCN(C)CC2)oc2ccc(Cl)cc12
  -0.1, -0.1, -2.6, -15.7
CC1CCCCC1N1CCN(C2CCN(Cc3ccccc3)CC2)CC1 (stereo unspecified)
  0.1, 2.0, 49.7, -10.3
C=CCN(CC=C)S(=O)(=O)c1ccc(/C(O)=C(\C#N)c2nc3ccccc3s2)cc1
  -0.2, -0.5, 0.8, -12.0
Cc1cc(C(=O)CSc2nnnn2-c2ccc(O)cc2)c(C)n1Cc1ccco1
  -0.1, 3.8, 4.3, -27.4
Cc1ccc(C(=O)N(C)CC(=O)Nc2ccc(F)c(F)c2F)o1
  0.0, 1.1, 3.2, -15.9
N#CC1(S(=O)(=O)c2ccc(Cl)cc2)CC1
  -0.2, 1.2, -3.4, -3.0
CC(=O)Nc1ccc(NC(=O)CSc2ccc(Br)cc2)cc1
  -0.1, 0.7, -6.6, -10.6
CC1=CCC(C(=O)Nc2nccs2)C(C(=O)Nc2nccs2)C1 (stereo unspecified)
  0.0, 3.9, -8.8, -6.1

Under each structure – FBW7 activator, GPR151 activ, MITF inh, TEAD-YAP inh
CC(C)Oc1ccccc1C(=O)N/N=C/c1ccc2c(c1)OCO2
  0.0, -1.9, 2.7, -32.5
CC(C)CNS(=O)(=O)c1cccc2cc(N)ccc12
  -0.1, -0.4, 1.0, 2.8
O=C(Nc1ncnc2sc3c(c12)CCC3)c1ccco1
  0.0, 1.1, -8.6, -5.6
NC(=O)c1ccc(NC(=O)CSc2ncn[nH]2)cc1
  0.0, 1.0, -1.3, 15.5
Cc1cc(S(=O)(=O)Nc2cc(C(=O)NCc3ccccc3)ccc2N2CC3CC(C2)c2cccc(=O)n2C3)ccc1F (stereo unspecified)
  -1.9, 0.5, 0.6, 3.0
CCN(CC)C(=O)c1ccc(COc2ccccc2Br)o1
  -0.1, 0.0, 12.6, -27.4
CCN(CC)c1ccc(C2C(C#N)=C(N)OC3=C2C(=O)CC(C)(C)C3)cc1 (stereo unspecified)
  0.1, 0.8, 4.1, -8.4
CCc1ccccc1N(CC(=O)Nc1cccc(C(C)=O)c1)S(=O)(=O)c1ccccc1
  -0.3, 0.5, -3.1, 21.6
Cc1nc(NCc2ccco2)c2nnn(Cc3ccccc3Cl)c2n1
  0.1, -0.4, 1.5, -4.1
COc1ccc(NC(=O)CSc2ncccc2C(=O)NCc2ccco2)c(OC)c1
  0.1, -0.4, 20.2, -2.2
CCCCCCNc1nc(Nc2ccc([N+](=O)[O-])cc2)nc(N2CCCC2)n1
  -0.2, -0.3, -3.1, -0.8
CS(=O)(=O)c1ccc2nc(NC(=O)C3CC=CCC3C(=O)O)sc2c1 (stereo unspecified)
  -0.2, -0.1, 28.3, 1.3
CC1=C(C(=O)Nc2cc(C)ccn2)C(c2ccccc2Cl)C2=C(CCCC2=O)N1 (stereo unspecified)
  0.1, 0.9, 15.4, 9.0
CCOC(=O)Nc1ccc2c(c1)Nc1ccccc1S2
  -0.1, 1.1, 16.1, -17.4
O=C(CNC(=O)c1ccccc1Br)N/N=C/c1ccccc1Cl
  0.0, 1.6, 0.9, -2.1
Cc1ccc(CNC(=O)C(NS(=O)(=O)c2ccc3nc(C)sc3c2)C(C)C)cc1 (stereo unspecified)
  0.5, -1.1, -15.3, 1.0
Cc1ccccc1NC(=O)c1c(NC(=O)c2ccco2)sc2c1CCCCC2
  0.0, -1.5, 0.7, 3.6
COCCn1c(SCC(=O)NC2CCCCC2C)nnc1-c1ccncc1 (stereo unspecified)
  -0.3, 3.0, -3.9, -7.1
CCOC(=O)Cc1c(C)nc(N)[nH]c1=O
  -0.3, 1.0, 1.3, -12.8
Cc1csc2ncc(C(=O)N(C)C(C)C)c(=O)n12
  0.4, 1.2, 16.0, 11.0

One compound at a time, as listed above:
`O=C(CNC(=O)c1ccccc1Br)N/N=C/c1ccccc1Cl` is entered as FBW7 activator: 0.0; GPR151 activ: 1.6; MITF inh: 0.9; TEAD-YAP inh: -2.1
`NC(=O)c1ccc(NC(=O)CSc2ncn[nH]2)cc1` is entered as FBW7 activator: 0.0; GPR151 activ: 1.0; MITF inh: -1.3; TEAD-YAP inh: 15.5
`CCN(CC)c1ccc(C2C(C#N)=C(N)OC3=C2C(=O)CC(C)(C)C3)cc1` (stereo unspecified) is entered as FBW7 activator: 0.1; GPR151 activ: 0.8; MITF inh: 4.1; TEAD-YAP inh: -8.4

More compounds:
Under each structure – FBW7 activator, GPR151 activ, MITF inh, TEAD-YAP inh
CN1CCc2c(sc(/N=C/c3cccc([N+](=O)[O-])c3)c2C(N)=O)C1
  -0.2, -0.1, -1.8, -6.5
O=C(c1cc(C2CC2)on1)N1CCn2cc(C(F)(F)F)nc2C1
  0.1, -0.7, 3.8, 7.9
NC(=O)Cn1nnc2ccccc2c1=O
  0.4, -1.0, -0.9, -4.6
CCOC(=O)c1c(NC(=O)c2ccoc2C)sc(C(C)=O)c1C
  0.1, -1.2, 20.7, 2.9
COc1ccccc1C=Nc1ccc(O)cc1
  0.0, 0.8, 0.0, -1.7
Cc1ccc(CNC(=O)CN(C)S(=O)(=O)c2ccc3c(c2)CCC(=O)N3)cc1
  0.1, 0.5, -8.9, 3.6
Cc1ccc2nc(-c3ccc(F)cc3)c(CNCc3n[nH]c(=O)[nH]3)cc2c1
  0.0, 1.1, 5.8, -4.5
COc1cc(C(=O)NCCC(=O)NC2CCCCCCC2)cc(OC)c1OC
  -0.1, -0.9, 78.1*, 6.8
CCCCc1ccc(C2=N/C(=C\c3ccc(F)cc3)C(=O)N2c2ccc(F)cc2)cc1
  -0.1, 0.6, -0.6, -1.7
COc1ccc(Nc2nc(C)c([N+](=O)[O-])c(N3CCCC3)n2)c(OC)c1
  -0.3, 0.2, -1.2, 3.2
CCC(C)NC(=O)N1CCC(n2nccc2NC(=O)CCCc2ccccc2)CC1 (stereo unspecified)
  0.0, 0.3, -9.3, -8.8
CC/C(=C\C(=O)c1cccnc1)Nc1cccc(O)c1
  -0.1, 0.6, -3.0, -5.3
COc1ccc(-c2nccc(NC3CCN(Cc4ccccc4)CC3)n2)cc1
  -0.2, 3.2, -10.7, -5.9
COc1ccc(OC)c2nc(N3CCN4CCCC4C3)c(CNCc3nccs3)cc12 (stereo unspecified)
  -0.2, 0.9, 0.2, -9.5
CN(c1ccccc1)S(=O)(=O)c1ccc(C(=O)Nc2nc(-c3ccccc3)cs2)cc1
  0.1, -1.2, 5.7, -0.9
Cc1ccc(NC(=O)c2cnn3ccccc23)cc1C
  -0.1, -3.3, -5.3, 65.5*
Cc1ccc2nc(NC(=O)C3CCCCC3)sc2c1
  0.2, -1.6, 7.8, -70.7
CCOc1cccc(CNn2cnnc2)c1OCc1ccccc1
  0.0, 5.5*, 3.1, 2.2
CCC(C)Nc1nc(NC)nc(Oc2ccc(C(=O)OCC(=O)OC)cc2)n1 (stereo unspecified)
  0.1, -0.9, 11.0, 1.1
CCC(C)NC(=O)CCc1c(C)nc2cc(-c3ccccc3)nn2c1C (stereo unspecified)
  0.3, 1.2, 12.1, -3.0

Under each structure – FBW7 activator, GPR151 activ, MITF inh, TEAD-YAP inh
COc1ccc(N2C(=O)CC(N(Cc3ccco3)C(C)=O)C2=O)cc1 (stereo unspecified)
  -0.1, 0.6, 1.8, -1.2
O=C(CCCCCN1C(=O)c2ccccc2C1=O)Nc1ccc(OC(F)(F)F)cc1
  0.0, -0.3, -0.7, 2.4
Cc1ccccc1NC(=O)C(Cc1c[nH]c2ccccc12)NC(=O)Oc1ccccc1 (stereo unspecified)
  0.0, 0.6, -6.7, 0.7
Cc1ccc(NC(=O)CSc2nc3ncccc3[nH]2)cc1F
  -0.2, 1.7, -0.2, -36.3
O=C(c1ccco1)N1CCN(S(=O)(=O)c2ccc3ccccc3c2)CC1
  -0.1, -0.1, -0.1, -11.3
CC(C)C(=O)NCC1CCC2(CCN(Cc3ccc4ccccc4c3)CC2)O1 (stereo unspecified)
  -0.2, -0.8, 4.7, 9.1
Cc1nn(CC(=O)O)c(=O)c2nccn12
  0.6, 3.0, 0.2, 2.4
O=C(CCCn1nnc(-c2ccccc2F)n1)c1ccc(O)cc1
  0.0, 1.1, -2.8, -5.0
CCC(=O)N1CCN(c2ccc(NC(=O)c3ccco3)cc2Cl)CC1
  -0.1, 3.3, -7.5, -24.5
O=C(CSc1nnc(CNC(=O)c2c(F)cccc2F)o1)c1ccccc1
  -0.1, 2.5, 10.1, -2.1
O=C1CCC(CCNCc2cccc(F)c2)N1CCCc1ccccc1 (stereo unspecified)
  0.0, 1.3, 9.6, -13.9
CN(C)[C@@H]1C(=O)C(C(=O)NCN2CCCC2)=C(O)[C@@]2(O)C(=O)C3=C(O)c4c(O)cccc4[C@@](C)(O)C3CC12 (stereo partly specified)
  -0.2&-0.3&-0.3, 1.2&1.5&-0.1, 72.0*, -3.0&1.9
O=C(Nc1cccc(Cl)c1)c1c(O)c2cccc3c2n(c1=O)CC3
  0.1, -0.2, -10.6, -5.0
COc1cc(OC)cc(C(=O)N/N=C(\C)CC(=O)NC2CCCCCCC2)c1
  0.0, -1.0, -5.4, 54.5*
COc1cccc(C2NC(=O)NC(C)=C2C(=O)OCCc2ccccc2)c1OC (stereo unspecified)
  -0.4, 2.5, -10.0, 3.7
O=C(NCc1ccccc1)C(c1ccccc1)N(Cc1cccs1)C(=O)c1cnccn1 (stereo unspecified)
  0.0, -0.5, 3.2, 34.2*
CC(=O)Nc1cn(C(C)=O)c(C)n1
  0.1, -0.1, 8.9, -2.4
Cc1ccc2nc(-c3ccccc3)cc(C(=O)N3CCC(C(N)=O)CC3)c2c1
  0.0, -0.6, -6.9, 1.5
COc1ccc(Nc2c(-c3cccc(O)c3)nc3ncccn23)cc1
  -0.3, -0.5, -8.3, 7.3
CCN(CC)C(=O)Cn1nnc(-c2ccccc2)n1
  0.2, -1.0, -2.4, -2.3

Under each structure – FBW7 activator, GPR151 activ, MITF inh, TEAD-YAP inh
O=C(Nc1ccc2[nH]ncc2c1)[C@@H]1C[C@H](O)CN1C(=O)c1ccc(Br)cc1
  0.1, 0.4, 17.7, 12.0
Cc1cc(NC(=O)CSc2nc3ccsc3c(=O)n2C2CCCCC2)n[nH]1
  0.1, -1.5, 3.8, 15.6
O=C(CC1C(=O)NCCN1Cc1cccnc1)NCCCc1ccccc1 (stereo unspecified)
  -0.2, 0.1, -0.7, 7.1
OCC1CCCN(Cc2ccc(F)cc2)C1 (stereo unspecified)
  0.1, -1.2, 11.6, 6.3
COC(=O)CCCCC1=C(NC(C)=O)C(NC(=O)c2ccccc2)CS1 (stereo unspecified)
  0.0, 1.8, 3.2, -0.4
Cc1ccc2cccc(OC(=O)c3cc([N+](=O)[O-])ccc3Br)c2n1
  -0.1, 0.2, -0.7, 7.8

2 entries from above, field by field.
> Cc1cc(NC(=O)CSc2nc3ccsc3c(=O)n2C2CCCCC2)n[nH]1
  FBW7 activator: 0.1
  GPR151 activ: -1.5
  MITF inh: 3.8
  TEAD-YAP inh: 15.6
> O=C(CC1C(=O)NCCN1Cc1cccnc1)NCCCc1ccccc1 (stereo unspecified)
  FBW7 activator: -0.2
  GPR151 activ: 0.1
  MITF inh: -0.7
  TEAD-YAP inh: 7.1
